BioA inh: inhibitors of Mycobacterium tuberculosis BioA enzyme; purified M. tuberculosis BioA enzyme, plate reader; inhibition, % at 9.99 µM; actives 0.096% (n = 360,000); in the data active = inhibition above about 40%
TcdB inh: blocks C. difficile toxin B glycohydrolase activity; P18177; TcdB glycohydrolase enzymatic assay, plate reader; inhibition, % at 9.99 µM; actives 0.24% (n = 350,000); AID 652162; in the data active = inhibition above about 10%
Target sequence (P18177 whole entry, looked up): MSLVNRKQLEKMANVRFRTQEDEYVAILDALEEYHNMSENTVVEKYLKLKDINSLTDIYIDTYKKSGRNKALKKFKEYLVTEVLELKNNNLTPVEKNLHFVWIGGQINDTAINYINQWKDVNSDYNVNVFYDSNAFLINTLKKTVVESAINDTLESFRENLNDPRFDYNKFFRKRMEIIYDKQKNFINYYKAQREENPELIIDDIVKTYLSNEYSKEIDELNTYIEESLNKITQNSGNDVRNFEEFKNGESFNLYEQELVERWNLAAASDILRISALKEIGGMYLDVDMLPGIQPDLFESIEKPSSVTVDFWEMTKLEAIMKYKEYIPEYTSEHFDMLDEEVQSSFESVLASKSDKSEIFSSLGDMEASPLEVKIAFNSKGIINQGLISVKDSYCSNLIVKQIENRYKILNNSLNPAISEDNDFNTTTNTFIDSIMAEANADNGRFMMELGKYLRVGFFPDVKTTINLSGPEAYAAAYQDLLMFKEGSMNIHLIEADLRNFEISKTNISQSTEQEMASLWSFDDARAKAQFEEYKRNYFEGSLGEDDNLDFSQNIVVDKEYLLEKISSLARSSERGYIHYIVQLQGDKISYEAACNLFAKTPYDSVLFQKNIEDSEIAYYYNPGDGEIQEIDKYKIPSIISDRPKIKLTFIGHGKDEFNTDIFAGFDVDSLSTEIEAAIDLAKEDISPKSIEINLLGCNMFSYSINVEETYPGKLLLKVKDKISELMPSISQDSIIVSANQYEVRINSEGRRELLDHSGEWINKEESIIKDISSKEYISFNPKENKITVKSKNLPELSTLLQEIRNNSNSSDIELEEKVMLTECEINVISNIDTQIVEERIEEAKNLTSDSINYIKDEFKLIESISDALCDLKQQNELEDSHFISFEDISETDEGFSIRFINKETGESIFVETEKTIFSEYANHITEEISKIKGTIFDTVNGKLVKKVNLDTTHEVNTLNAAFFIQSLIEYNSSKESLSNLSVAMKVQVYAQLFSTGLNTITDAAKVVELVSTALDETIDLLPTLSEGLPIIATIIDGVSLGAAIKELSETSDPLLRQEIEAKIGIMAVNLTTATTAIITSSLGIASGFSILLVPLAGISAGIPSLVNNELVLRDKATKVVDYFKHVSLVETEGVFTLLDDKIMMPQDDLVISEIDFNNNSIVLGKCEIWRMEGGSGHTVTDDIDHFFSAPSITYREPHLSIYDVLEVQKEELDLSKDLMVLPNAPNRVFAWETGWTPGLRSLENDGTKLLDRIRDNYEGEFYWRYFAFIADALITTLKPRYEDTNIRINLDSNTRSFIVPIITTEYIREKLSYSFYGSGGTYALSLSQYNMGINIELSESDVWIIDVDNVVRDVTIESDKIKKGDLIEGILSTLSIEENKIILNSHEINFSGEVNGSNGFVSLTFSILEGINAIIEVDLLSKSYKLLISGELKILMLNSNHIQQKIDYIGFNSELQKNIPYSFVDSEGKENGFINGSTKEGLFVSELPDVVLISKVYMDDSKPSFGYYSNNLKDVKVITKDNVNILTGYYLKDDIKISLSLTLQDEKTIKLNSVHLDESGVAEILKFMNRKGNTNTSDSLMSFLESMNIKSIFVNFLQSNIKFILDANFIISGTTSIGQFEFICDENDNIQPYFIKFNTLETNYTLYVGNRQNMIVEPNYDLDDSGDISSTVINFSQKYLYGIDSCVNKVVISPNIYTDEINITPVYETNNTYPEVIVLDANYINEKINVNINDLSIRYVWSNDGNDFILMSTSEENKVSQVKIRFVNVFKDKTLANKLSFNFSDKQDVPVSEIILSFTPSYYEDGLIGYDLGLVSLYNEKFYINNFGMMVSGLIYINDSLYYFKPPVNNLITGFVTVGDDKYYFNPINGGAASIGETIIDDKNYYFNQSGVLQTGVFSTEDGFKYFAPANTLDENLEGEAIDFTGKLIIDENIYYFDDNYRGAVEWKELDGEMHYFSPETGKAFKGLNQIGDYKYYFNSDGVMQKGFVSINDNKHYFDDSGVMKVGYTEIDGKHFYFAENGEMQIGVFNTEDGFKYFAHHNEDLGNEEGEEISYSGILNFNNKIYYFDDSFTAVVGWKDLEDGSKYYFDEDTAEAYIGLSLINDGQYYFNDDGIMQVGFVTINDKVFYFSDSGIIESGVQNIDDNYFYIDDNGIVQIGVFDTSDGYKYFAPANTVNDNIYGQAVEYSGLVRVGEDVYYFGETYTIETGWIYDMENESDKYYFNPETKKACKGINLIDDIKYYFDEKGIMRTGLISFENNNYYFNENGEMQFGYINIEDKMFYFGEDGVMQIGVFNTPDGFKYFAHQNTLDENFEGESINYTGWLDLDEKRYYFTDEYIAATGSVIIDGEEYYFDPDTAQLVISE
* = called active by the depositor.

`C[C@@H]1CCCCO[C@H](CN(C)Cc2ccc(C(=O)O)cc2)[C@H](C)CN([C@H](C)CO)C(=O)c2cc(NC(=O)CCCN(C)C)ccc2O1` gave BioA inh -0.6 and TcdB inh -0.4.
C[C@H](CO)N1C[C@H](C)[C@H](CN(C)S(=O)(=O)c2cccs2)OCCCC[C@H](C)Oc2ccc(NS(=O)(=O)c3ccc(Cl)cc3)cc2C1=O was read as BioA inh -1.6 and TcdB inh -1.7.
`C[C@@H]1CN([C@@H](C)CO)S(=O)(=O)c2ccc(-c3ccccc3)cc2O[C@H]1CN(C)S(C)(=O)=O` gave BioA inh -0.9 and TcdB inh -4.0.
For CC(C)c1cn(CC[C@H]2CC[C@H](NS(=O)(=O)c3ccccc3)[C@H](CO)O2)nn1 the results were BioA inh -1.9 and TcdB inh 0.7.
Screening C[C@@H]1CCCCO[C@H](CN(C)S(=O)(=O)c2ccc(Cl)cc2)[C@@H](C)CN([C@H](C)CO)C(=O)c2cc(NC(=O)CCC(F)(F)F)ccc2O1 returned BioA inh -0.5 and TcdB inh 1.1.
For C[C@H]1CN([C@@H](C)CO)C(=O)Cc2cc(NC(=O)Nc3ccc4c(c3)OCO4)ccc2O[C@H]1CN(C)C(=O)Nc1ccc(C(F)(F)F)cc1 the results were BioA inh -2.8 and TcdB inh 0.4.
Screening COc1ccc(NC(=O)Nc2ccc3c(c2)C(=O)N([C@@H](C)CO)C[C@@H](C)[C@H](CN(C)Cc2ccc(C(=O)O)cc2)OCCCC[C@H](C)O3)cc1 returned BioA inh 2.0 and TcdB inh -1.2.
Screening C[C@@H]1CCCCO[C@H](CN(C)S(=O)(=O)c2ccccc2)[C@H](C)CN([C@@H](C)CO)C(=O)c2cc(NC(=O)Nc3ccc4c(c3)OCO4)ccc2O1 returned BioA inh 0.7 and TcdB inh -2.2.
`C[C@H]1CN([C@@H](C)CO)C(=O)c2cc(NC(=O)c3ccncc3)ccc2O[C@@H]1CN(C)C(=O)Nc1ccc(C(F)(F)F)cc1` gave BioA inh -0.2 and TcdB inh 0.9.
`CO[C@H](CN(C)S(=O)(=O)c1ccccc1)[C@@H](C)CN(C(=O)Nc1ccccc1F)[C@H](C)CO` gave BioA inh 1.4 and TcdB inh 0.2.
For CC(C)C#Cc1ccc2c(c1)O[C@@H](CN(C)C(=O)c1ccccc1)[C@H](C)CN([C@H](C)CO)S2(=O)=O the results were BioA inh 0.0 and TcdB inh 0.5.
`CN(C)C(=O)c1cccc(-c2ccc([C@H]3[C@H]4CN(CCC(F)(F)F)CCCCN4[C@H]3CO)cc2)c1` gave BioA inh -0.7 and TcdB inh 0.8.
CC(=O)N1C[C@@H]2[C@H](c3ccccc31)[C@H](CO)N2C(=O)c1ccc(F)cc1 was read as BioA inh 0.1 and TcdB inh 1.8.
For Cc1noc(C)c1NC(=O)Nc1ccc2c(c1)CC(=O)N([C@H](C)CO)C[C@@H](C)[C@@H](CN(C)C(=O)Nc1ccc3c(c1)OCO3)O2 the results were BioA inh -1.1 and TcdB inh -0.7.
`C[C@@H]1CN([C@@H](C)CO)S(=O)(=O)c2ccc(C3=CCCCC3)cc2O[C@H]1CN(C)C(=O)C1CC1` gave BioA inh 2.1 and TcdB inh 2.9.
`CN(C)C(=O)C[C@@H]1C[C@H]2c3cc(NC(=O)CC4CC4)ccc3O[C@H]2[C@H](CO)O1` gave BioA inh -0.1 and TcdB inh -1.3.
For COc1ccc(S(=O)(=O)Nc2ccc3c(c2)C(=O)N([C@@H](C)CO)C[C@H](C)[C@@H](CN(C)C(=O)c2ccccc2)OCCCC[C@@H](C)O3)cc1 the results were BioA inh -0.1 and TcdB inh 1.1.
For Cc1ccc(S(=O)(=O)N(C)C[C@@H]2OCCCC[C@@H](C)Oc3ccc(NS(=O)(=O)c4ccccc4)cc3C(=O)N([C@@H](C)CO)C[C@H]2C)cc1 the results were BioA inh -2.5 and TcdB inh 0.0.
CNC[C@H]1Oc2c(NC(=O)c3ccc(-c4nccs4)cc3)cccc2C(=O)N([C@H](C)CO)C[C@H]1C was read as BioA inh -0.8 and TcdB inh 0.4.
`Cc1cc(C(=O)Nc2cccc3c2O[C@@H](CN(C)C(=O)Nc2c(C)noc2C)[C@H](C)CN([C@@H](C)CO)C3=O)n(C)n1` gave BioA inh 0.3 and TcdB inh 0.6.
`C[C@@H]1CN([C@H](C)CO)C(=O)c2cccc(N(C)C)c2O[C@@H]1CN(C)Cc1ccc2c(c1)OCO2` gave BioA inh -1.1 and TcdB inh -3.8.
Screening COc1ccc(S(=O)(=O)N(C)C[C@H]2OCCCC[C@@H](C)Oc3ccc(NS(=O)(=O)c4cn(C)cn4)cc3C(=O)N([C@@H](C)CO)C[C@H]2C)cc1 returned BioA inh -0.6 and TcdB inh 0.4.
`C[C@@H]1CN([C@H](C)CO)C(=O)CCCn2nncc2CO[C@@H]1CN(C)CC1CCCCC1` gave BioA inh 0.3 and TcdB inh 0.4.
C[C@@H]1CN([C@H](C)CO)C(=O)c2cccc(NS(C)(=O)=O)c2O[C@H]1CN(C)C(=O)Nc1cccc2ccccc12 was read as BioA inh -3.5 and TcdB inh -0.9.
O=C(NC1Cc2ccccc2C1)[C@H]1[C@H](CO)[C@H]2Cn3c(ccc(-c4ccccc4F)c3=O)[C@@H]1N2 was read as BioA inh -0.7 and TcdB inh 0.0.
Screening C[C@H](CO)N1C[C@H](C)[C@@H](CN(C)C(=O)Nc2ccccc2)OCCCC[C@H](C)Oc2ccc(NS(=O)(=O)c3ccccc3)cc2C1=O returned BioA inh -0.6 and TcdB inh -2.1.
Screening CCC(=O)N(C)C[C@H]1Oc2ncc(-c3ccccc3C)cc2C(=O)N([C@H](C)CO)C[C@@H]1C returned BioA inh 0.9 and TcdB inh -1.1.
Screening Cc1noc(C)c1S(=O)(=O)Nc1ccc2c(c1)C(=O)N([C@@H](C)CO)C[C@H](C)[C@@H](CN(C)C(=O)NC1CCCCC1)OCCCC[C@H](C)O2 returned BioA inh 1.4 and TcdB inh 0.4.
`C[C@H](CO)N1C[C@H](C)[C@H](CN(C)S(=O)(=O)c2cccc(F)c2)Oc2cc(C#CCN(C)C)ccc2S1(=O)=O` gave BioA inh 1.1 and TcdB inh -0.6.
`CC(C)CC#Cc1ccc2c(c1)O[C@H](CN(C)C(=O)Nc1ccccc1)[C@@H](C)CN([C@@H](C)CO)S2(=O)=O` gave BioA inh 1.8 and TcdB inh -6.6.

In the list so far, these have a COOH group.
`C[C@@H]1CCCCO[C@H](CN(C)Cc2ccc(C(=O)O)cc2)[C@H](C)CN([C@H](C)CO)C(=O)c2cc(NC(=O)CCCN(C)C)ccc2O1` gave BioA inh -0.6 and TcdB inh -0.4.
Screening COc1ccc(NC(=O)Nc2ccc3c(c2)C(=O)N([C@@H](C)CO)C[C@@H](C)[C@H](CN(C)Cc2ccc(C(=O)O)cc2)OCCCC[C@H](C)O3)cc1 returned BioA inh 2.0 and TcdB inh -1.2.

The main list resumes, repeating the 5 entries before the break.
Screening C[C@H](CO)N1C[C@H](C)[C@@H](CN(C)C(=O)Nc2ccccc2)OCCCC[C@H](C)Oc2ccc(NS(=O)(=O)c3ccccc3)cc2C1=O returned BioA inh -0.6 and TcdB inh -2.1.
Screening CCC(=O)N(C)C[C@H]1Oc2ncc(-c3ccccc3C)cc2C(=O)N([C@H](C)CO)C[C@@H]1C returned BioA inh 0.9 and TcdB inh -1.1.
Screening Cc1noc(C)c1S(=O)(=O)Nc1ccc2c(c1)C(=O)N([C@@H](C)CO)C[C@H](C)[C@@H](CN(C)C(=O)NC1CCCCC1)OCCCC[C@H](C)O2 returned BioA inh 1.4 and TcdB inh 0.4.
`C[C@H](CO)N1C[C@H](C)[C@H](CN(C)S(=O)(=O)c2cccc(F)c2)Oc2cc(C#CCN(C)C)ccc2S1(=O)=O` gave BioA inh 1.1 and TcdB inh -0.6.
`CC(C)CC#Cc1ccc2c(c1)O[C@H](CN(C)C(=O)Nc1ccccc1)[C@@H](C)CN([C@@H](C)CO)S2(=O)=O` gave BioA inh 1.8 and TcdB inh -6.6.
C[C@H](CO)N1C[C@H](C)[C@H](CN(C)CC2CC2)Oc2ccc(NC(=O)CCCCCC(=O)Nc3ccccc3N)cc2CC1=O was read as BioA inh -2.6 and TcdB inh 0.0.
`C[C@@H]1CN([C@@H](C)CO)C(=O)c2cc(NC(=O)Nc3ccc4c(c3)OCO4)ccc2O[C@@H]1CN(C)Cc1ccc(C(=O)Nc2ccccc2N)cc1` gave BioA inh -1.4 and TcdB inh 0.6.
COCC(=O)N(C)C[C@@H]1Oc2ncc(-c3ccccc3C)cc2C(=O)N([C@@H](C)CO)C[C@@H]1C was read as BioA inh 0.3 and TcdB inh 0.9.
Screening C/C=C/c1ccc([C@H]2[C@@H](CNC(=O)CC3CC3)N(C(=O)CC)[C@H]2CO)cc1 returned BioA inh 3.1 and TcdB inh -0.6.
O=C(C[C@H]1C[C@H]2c3cc(NC(=O)Nc4ccccc4F)ccc3O[C@H]2[C@@H](CO)O1)NCCc1ccccc1 was read as BioA inh 0.2 and TcdB inh 1.8.
`C[C@H]1CCCCO[C@@H](CN(C)C(=O)NC2CCCCC2)[C@@H](C)CN([C@@H](C)CO)C(=O)c2cc(NC(=O)Nc3ccc(C(F)(F)F)cc3)ccc2O1` gave BioA inh -2.2 and TcdB inh -1.8.
For COCC(=O)N(C)C[C@@H]1Oc2ncc(C#Cc3ccccc3)cc2C(=O)N([C@H](C)CO)C[C@H]1C the results were BioA inh 0.3 and TcdB inh 0.7.
For CCN1[C@@H]2c3ccc(-c4ccccc4)c(=O)n3C[C@@H]2[C@@H](CO)[C@@H]1C(=O)NCCc1cn(C)cn1 the results were BioA inh -1.0 and TcdB inh -0.6.
`C[C@@H]1CN([C@@H](C)CO)C(=O)c2cc(NC(=O)CCN3CCOCC3)ccc2O[C@@H]1CN(C)S(=O)(=O)c1ccccc1` gave BioA inh 0.2 and TcdB inh 0.0.
Screening N#C[C@@H]1[C@H](c2ccc(C#CCC3CCCC3)cc2)[C@@H](CO)N1C(=O)c1ccccn1 returned BioA inh -0.1 and TcdB inh -0.5.
`N#C[C@H]1[C@@H](c2ccc(C#Cc3ccccc3F)cc2)[C@H](CO)N1C(=O)C1CC1` gave BioA inh -1.1 and TcdB inh 0.4.
`Cc1noc(C)c1NC(=O)N(C)C[C@H]1Oc2ccc(NC(=O)Cc3cn(C)c4ccccc34)cc2CC(=O)N([C@@H](C)CO)C[C@H]1C` gave BioA inh 23.7 and TcdB inh -0.8.
Screening C[C@@H]1CN([C@@H](C)CO)C(=O)c2cc(NC(=O)Cc3cn(C)c4ccccc34)ccc2O[C@H]1CN(C)Cc1ccc(Cl)c(Cl)c1 returned BioA inh 0.0 and TcdB inh -1.5.
`C[C@H](CO)N1C[C@H](C)[C@H](CN(C)C(=O)CC2CC2)Oc2ncc(-c3ccc(C#N)cc3)cc2C1=O` gave BioA inh 4.7 and TcdB inh 1.4.
`C[C@H](CO)N1C[C@H](C)[C@H](CN(C)S(=O)(=O)c2ccccc2)Oc2ncc(-c3cccc(C(F)(F)F)c3)cc2C1=O` gave BioA inh 2.1 and TcdB inh -0.1.
For C[C@@H]1CN([C@@H](C)CO)C(=O)c2cc(C#C[C@@H](C)O)cnc2O[C@H]1CN(C)C(=O)CC1CC1 the results were BioA inh -1.9 and TcdB inh -1.5.
Screening C[C@@H]1CCCCO[C@@H](CN(C)S(=O)(=O)c2cn(C)cn2)[C@H](C)CN([C@H](C)CO)C(=O)c2cc(NC(=O)c3ccccc3)ccc2O1 returned BioA inh -0.3 and TcdB inh -0.1.
Screening CCCC#Cc1cnc2c(c1)C(=O)N([C@@H](C)CO)C[C@H](C)[C@H](CN(C)Cc1ccncc1)O2 returned BioA inh 1.1 and TcdB inh 0.0.
`COCC(=O)Nc1ccc2c(c1)[C@@H]1C[C@H](CC(=O)NCCN3CCCCC3)O[C@H](CO)[C@@H]1O2` gave BioA inh -1.7 and TcdB inh -1.0.
`COc1ccc(NC(=O)Nc2ccc3c(c2)C(=O)N([C@@H](C)CO)C[C@@H](C)[C@@H](CN(C)Cc2ccc(C(F)(F)F)cc2)OCCCC[C@H](C)O3)cc1` gave BioA inh -1.9 and TcdB inh -3.6.
`CCCC(=O)Nc1ccc2c(c1)C(=O)N(C)C[C@@H](OC)[C@H](C)CN(Cc1ccccc1OC)[C@H](C)CO2` gave BioA inh 0.7 and TcdB inh 0.0.
`CCN1[C@@H]2c3ccc(-c4cccnc4)c(=O)n3C[C@H]1[C@H](CO)[C@H]2C(=O)NC1CCCCC1` gave BioA inh 4.5 and TcdB inh 0.0.
For Cc1ccc(S(=O)(=O)Nc2ccc3c(c2)C(=O)N([C@H](C)CO)C[C@H](C)[C@H](CN(C)Cc2ccccc2)O3)cc1 the results were BioA inh -9.4 and TcdB inh 0.2.
COc1ccc(CN2[C@H](CO)[C@@H]3c4ccccc4N(C(=O)CC(F)(F)F)C[C@@H]32)cc1 was read as BioA inh 0.3 and TcdB inh -0.1.
For COc1cccc(CNC(=O)c2cc3c(c(-c4cccc(-c5ccncc5)c4)n2)[C@@H](CCO)N([S@](=O)C(C)(C)C)C3)c1 the results were BioA inh 1.2 and TcdB inh -0.6.
For C[C@H]1CN([C@@H](C)CO)C(=O)c2c(c3ccccc3n2C)-c2ccccc2CO[C@H]1CN(C)S(=O)(=O)c1ccc(F)cc1 the results were BioA inh -0.1 and TcdB inh 1.5.
Screening CN(C)C(=O)C[C@@H]1CC[C@H]2[C@H](COc3ccc(NC(=O)C4CCOCC4)cc3C(=O)N2C)O1 returned BioA inh 4.6 and TcdB inh 0.5.
`COc1cccc(-c2cnc3c(c2)C(=O)N([C@H](C)CO)C[C@H](C)[C@@H](CN(C)Cc2ccccc2)O3)c1` gave BioA inh 4.0 and TcdB inh 1.2.
Screening C[C@H](CO)N1C[C@H](C)[C@H](CN(C)Cc2ccc(-c3ccccc3)cc2)Oc2ccc(NS(=O)(=O)c3cn(C)cn3)cc2C1=O returned BioA inh -6.0 and TcdB inh 0.6.
C[C@H]1CN([C@@H](C)CO)C(=O)c2cc(NC(=O)CCC(F)(F)F)ccc2O[C@@H]1CN(C)Cc1ccc(Oc2ccccc2)cc1 was read as BioA inh -2.5 and TcdB inh 0.9.

Assay outcomes as filed in PubChem.

A portion of the library; the hit share may differ from the screen's.
